HePTP inh: inhibitors of human HePTP phosphatase, primary screen, biochemical, absorbance, leukemia target | Tyrosine-protein phosphatase non-receptor type 7 (Homo sapiens), P35236 | 0.64% of 110,000 active | inhibition, % at 20 µM | recombinant HePTP phosphatase activity, OD absorbance | AID 521, 2006; in the data active = inhibition above about 50%;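 note: plate controls were vehicle for no effect and reference inhibitor for full effect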
Target sequence (P35236 whole entry, looked up): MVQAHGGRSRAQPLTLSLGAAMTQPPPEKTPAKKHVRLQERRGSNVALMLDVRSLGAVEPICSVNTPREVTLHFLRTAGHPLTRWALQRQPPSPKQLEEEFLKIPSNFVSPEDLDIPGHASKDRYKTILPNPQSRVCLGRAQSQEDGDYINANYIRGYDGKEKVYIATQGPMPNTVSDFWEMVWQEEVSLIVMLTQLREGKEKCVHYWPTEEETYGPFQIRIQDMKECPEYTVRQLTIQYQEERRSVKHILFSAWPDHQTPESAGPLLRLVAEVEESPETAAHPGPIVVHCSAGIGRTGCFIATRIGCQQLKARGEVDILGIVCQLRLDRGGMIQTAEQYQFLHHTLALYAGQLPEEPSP
BAP1 block: inhibitors of BAP1 deubiquitinase, primary screen, biochemical, Ub-AMC fluorescence, kinetic; activity remaining (% of control), % at 20 µM; recombinant BAP1, Ub-AMC hydrolysis fluorescence kinetic; active compounds read low; Ubiquitin carboxyl-terminal hydrolase BAP1 (Homo sapiens), Q92560; 0.48% of 72,000 active;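 active = activity remaining at or below 50% of control, provided the compound also passes the data quality filters; inactive = the rest, including low values that fail the filters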;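 note: 100% = DMSO wells rate and 0% = substrate alone blank rate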
Target sequence (Q92560 whole entry, looked up): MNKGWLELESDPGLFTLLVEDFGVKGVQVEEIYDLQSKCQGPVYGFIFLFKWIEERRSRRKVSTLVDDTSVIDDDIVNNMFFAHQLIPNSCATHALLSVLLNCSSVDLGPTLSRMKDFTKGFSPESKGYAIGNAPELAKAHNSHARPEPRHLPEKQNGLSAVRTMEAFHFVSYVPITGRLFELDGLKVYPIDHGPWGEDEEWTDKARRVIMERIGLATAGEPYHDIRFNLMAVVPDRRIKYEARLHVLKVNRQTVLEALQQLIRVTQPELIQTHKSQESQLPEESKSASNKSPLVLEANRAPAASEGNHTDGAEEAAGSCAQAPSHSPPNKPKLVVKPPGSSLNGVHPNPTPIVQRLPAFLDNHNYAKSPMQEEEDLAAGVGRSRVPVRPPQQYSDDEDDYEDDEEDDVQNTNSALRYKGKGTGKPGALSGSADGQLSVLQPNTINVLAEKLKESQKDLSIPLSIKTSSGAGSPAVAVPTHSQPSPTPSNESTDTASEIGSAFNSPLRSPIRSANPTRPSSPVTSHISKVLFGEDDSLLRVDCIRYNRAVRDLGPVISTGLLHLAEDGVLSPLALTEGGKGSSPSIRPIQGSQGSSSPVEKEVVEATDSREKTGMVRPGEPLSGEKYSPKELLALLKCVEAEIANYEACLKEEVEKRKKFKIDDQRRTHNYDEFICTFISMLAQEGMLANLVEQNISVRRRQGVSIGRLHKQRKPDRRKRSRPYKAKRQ
Numbers without * were called inactive; . = no result given; & = joins results of further samples.

HePTP inh | BAP1 block | SMILES
3 | 94 | COc1cccc(C2=NOC(C(=O)NC3CCCCC3)C2)c1 (stereo not drawn)
-1 | . | Cc1ccc(NC2CC(C)N(C(=O)C(C)C)c3ccc(C)cc32)cc1 (stereo not drawn)
3 | 104 | COc1ccc(N2CCN(C(CNC(=O)c3ccc4c(c3)OCO4)c3cccnc3)CC2)cc1 (stereo not drawn)
5 | . | O=C1c2ccccc2S(=O)(=O)N1c1c(F)c(F)c(C(F)(F)F)c(F)c1F
9 | . | O=C(CCNc1ccc([N+](=O)[O-])cc1)c1cccs1
7 | 134 | CSc1nsc(SCC(=O)NC2CCCCC2)n1
3 | 55 | CC(=O)NCCOc1nc(N(C)C)nc(N(C)C)n1
6 | . | COc1ccc(Cc2noc(-c3ccc(F)cc3)n2)cc1
-14 | . | O=C(N[C@@H]1CSC/C1=N\O)c1ccccc1
7 | . | COc1ccc(/C=C2/Sc3ccccc3C2=O)cc1Br
-4 | 79 | N#Cc1cc(Cl)c(N2CCOCC2)cc1C#N
5 | 96 | COc1cc(-c2noc(-c3cccs3)n2)cc(OC)c1OC
2 | 95 | Cc1ccc(CNC(=O)C2CCN(S(=O)(=O)N3CCOCC3)CC2)cc1
-10 | 96 | CCOC(=O)CNC(=O)c1cc(-c2ccc3c(c2)OCCO3)oc1C
-11 | 75 | Cc1cnc(-c2nnc(N(C)C(=O)C3CCCO3)s2)cn1 (stereo not drawn)

The closing 3 entries of the section above come first, to join the parts.
HePTP inh | BAP1 block | SMILES
2 | 95 | Cc1ccc(CNC(=O)C2CCN(S(=O)(=O)N3CCOCC3)CC2)cc1
-10 | 96 | CCOC(=O)CNC(=O)c1cc(-c2ccc3c(c2)OCCO3)oc1C
-11 | 75 | Cc1cnc(-c2nnc(N(C)C(=O)C3CCCO3)s2)cn1 (stereo not drawn)
7 | 163 | Cc1noc(C)c1COC(=O)c1cc2c3ccccc3n(C)c2s1
-5 | 70 | COc1ccc(-c2noc(CCC(=O)Nc3nc4ccccc4s3)n2)cc1
4 | . | COc1ccc(S(=O)(=O)N(CCO)Cc2ccccc2)cc1
-10 | . | CC(C)CCNC(=O)C(=O)NCC(C)O (stereo not drawn)
5 | . | O=C(/C=C/Nc1ccccc1Br)c1ccccn1
3 | . | Cc1cc(C)nc(-n2nc(C)cc2NC(=O)CN2CCC(C)CC2)n1
-22 | . | Nc1nnc(CSCc2ccc(Cl)cc2Cl)s1
0 | 40* | N#Cc1nc(-c2ccccc2F)oc1NCCN1CCOCC1
10 | 72 | Cc1cc(C)n(-c2nnc3n2N=C(c2ccccc2)CS3)n1
. | 183 | CN(C)c1ccc(NC(=O)C2CC3CCCC(C2)C3=O)cc1 (stereo not drawn)
-6 | . | CC1=NN(c2nc(-c3ccccc3)cc(-c3ccc(C)cc3)n2)C(=O)C1
9 | 111 | O=c1cc(-c2ccco2)nc(-c2cccs2)o1
9 | . | O=C1CC(c2ccccc2)CC(O)=C1C=NCc1ccc(F)cc1 (stereo not drawn)
2 | . | CCOC(=O)c1c(NC(=O)COc2c(C)cc(C)cc2C)sc(C(=O)Nc2ccccc2)c1C
3 | 119 | COC(=O)c1ccc(C)c(NS(=O)(=O)c2ccc(NC(C)=O)cc2)c1
5 | 112 | Cc1nc(-c2ccc(C(=O)O)cc2)cs1
4 | 105 | CCOCCCNC(=O)C(NC(=O)c1ccc(=O)[nH]c1)c1ccccc1 (stereo not drawn)
4 | 65 | Cn1c(CC(=O)Nc2ccccc2)nnc1SCC(=O)c1ccccc1
13 | 58 | Cc1ccc2nc(NC(=O)CSc3nc4c(c(=O)n3C)SC(C)C4)sc2c1 (stereo not drawn)
. | 91 | Cc1[nH]c(=O)[nH]c(=O)c1NCCO
8 | . | CCc1ccc(NC(=O)CCNS(=O)(=O)c2cccc3nonc23)cc1
8 | . | COc1ccccc1CNC(=O)c1ccc(NC(C)=O)cc1
-10 | 139 | c1ccc(NC2=Nc3ccccc3CS2)cc1
5 | . | CCSc1nc2sc3c(c2c2nnnn12)CCC3
-2 | . | CCOc1ccccc1NC(=O)CN(c1ccc(Cl)cc1)S(C)(=O)=O
7 | 116 | CCCCN(CC)C(=O)c1cccc(Cl)c1
8 | . | O=C(CCc1ccccc1)Nc1cc(Cl)c(Cl)cc1Cl
5 | . | COc1cccc(C(=O)Nc2cccc3c2C(=O)N(c2ccccc2)C3=O)c1
11 | 109 | CCOc1ccc(NCc2nnc(SCC(=O)Nc3cc(C)on3)n2-c2ccccc2OC)cc1
8 | . | CC1(C)Cc2c(sc3[nH]c(=S)n(Cc4ccccc4)c(=O)c23)CO1

Entries listed so far printed as active in BAP1 block.
HePTP inh | BAP1 block | SMILES
0 | 40* | N#Cc1nc(-c2ccccc2F)oc1NCCN1CCOCC1

Remaining list, next part:
HePTP inh | BAP1 block | SMILES
6 | 103 | COCCNS(=O)(=O)c1ccc(SC)cc1
3 | 92 | Cc1ccc(-c2c(C(=O)N3CCOCC3)oc(=O)c3ccccc23)cc1
1 | . | O=C(/C=C/c1ccc2c(c1)OCO2)Nc1ccccc1I
4 | 88 | CCn1c(NCc2cccs2)nc2ccccc21
5 | 102 | O=C1Nc2ccccc2OC1CC(=O)N1CCOCC1 (stereo not drawn)
-5 | . | CCOc1ccccc1NC(=O)C1Cc2ccccc2CN1S(C)(=O)=O (stereo not drawn)
-1 | . | COc1ccc(/C=C/C(=O)c2ccc(Cl)cc2)cc1[N+](=O)[O-]
5 | 73 | COc1cc(C(=O)N(CCCO)Cc2cc3ccc(C)c(C)c3[nH]c2=O)cc(OC)c1OC
-5 | . | O=C(c1ccccc1)N1CN2CN(C(=O)c3ccccc3)CC(NC(=S)Nc3ccccc3)(C2)C1
8 | . | O=c1c2[nH]c3ccc(F)cc3c2ncn1CCCN1CCOCC1
13 | 116 | Cc1ccc(C)c(NC(=O)CCn2nc(C)cc2C)c1
. | 114 | Clc1cccc(OCOCOc2cccc(Cl)c2)c1
1 | 92 | CCOC(=O)N1CCC(NC(=O)c2cc3c(C)nc4ccccc4c3o2)CC1
8 | 65 | Cc1ccccc1C(=O)N1CCC(C(=O)Nc2ccc(F)cc2)CC1
-2 | 115 | COc1cccc(N2CC(O)=C(c3nc4ccccc4c(=O)[nH]3)C2=N)c1
5 | . | CCc1nnc(NC(=O)c2ccc(Cl)cc2Cl)s1
-4 | 157 | Cc1ccc(C(=O)NCC(C)(C)O)cc1
1 | . | O=C(N/C(=C/c1cccs1)c1nc2ccccc2[nH]1)c1ccccc1
-16 | . | CC(C)CNC(=O)C(=O)Nc1c(O)c2ccccc2[nH]c1=O
3 | . | O=C(/C=C/c1cccc(C(F)(F)F)c1)Nc1ccc(Cl)cc1
-4 | 93 | CC(C)CC(=O)N=C1SC2CS(=O)(=O)CC2N1CCc1ccccc1 (stereo not drawn)
-23 | . | COc1cccc(/C=N/NC(=O)C2CC(=O)N(c3ccc(C)cc3)C2)c1 (stereo not drawn)
8 | 103 | O=C(Cn1cc2c(n1)CCCCC2)N1CCc2ccccc21
8 | 57 | COC(=O)C1=C(C)N=C2SC(C)C(=O)N2C1/C=C/c1ccccc1OC (stereo not drawn)
2 | . | CCC(C(=O)Nc1cc(OC)c(Cl)cc1OC)c1ccccc1 (stereo not drawn)
0 | . | O=C1NC(=Nc2ccc(F)cc2)S/C1=C/c1ccc(Br)cc1
-1 | . | O=C1c2ccccc2NC(c2cccc([N+](=O)[O-])c2)N1O (stereo not drawn)
-4 | 106 | Cc1ccc(S(=O)(=O)N2C3C=CC(C3)C2C(=O)O)cc1 (stereo not drawn)
. | 97 | CCN1CCN(Cc2nc3c(c(=O)n(C)c(=O)n3C)n2Cc2cccc3ccccc23)CC1
-2 | . | Cc1cc(NC(=O)CSc2nnc3c4ccccc4n(C(C)C)c3n2)no1

Five compounds from above, sorted by the value under HePTP inh, highest first.
SMILES	HePTP inh	BAP1 block
COC(=O)C1=C(C)N=C2SC(C)C(=O)N2C1/C=C/c1ccccc1OC (stereo not drawn)	8	57
CCc1nnc(NC(=O)c2ccc(Cl)cc2Cl)s1	5	.
O=C(/C=C/c1cccc(C(F)(F)F)c1)Nc1ccc(Cl)cc1	3	.
CCC(C(=O)Nc1cc(OC)c(Cl)cc1OC)c1ccccc1 (stereo not drawn)	2	.
Cc1ccc(C(=O)NCC(C)(C)O)cc1	-4	157

More results follow:
HePTP inh | BAP1 block | SMILES
4 | 93 | CCOC(=O)Cn1c(=O)c2c(nc3n2CCCCN3c2ccc(OCC)cc2)n(C)c1=O
-4 | . | Cc1no[n+]([O-])c1COc1ccccc1/C=C1\NC(=S)NC1=O
3 | . | COc1ccc(NC(=O)CN(c2ccc(C)cc2)S(=O)(=O)c2ccc(SC)cc2)c(OC)c1
0 | . | CC(=C1C(=O)c2ccccc2C1=O)N1CCCC1
-6 | 106&82 | OCCN(CCO)c1nc(N2CCCCC2)c2nc(N(CCO)CCO)nc(N3CCCCC3)c2n1
10 | 93 | CCn1c(SCc2nc(-c3ccccc3)no2)nc2ccccc21
-5 | . | O=C1C(Nc2ccc(F)cc2)=CC(c2ccccc2[N+](=O)[O-])N1c1ccc(F)cc1 (stereo not drawn)
4 | . | O=C(c1cn(-c2ccccc2)nc1-c1cccnc1)N1CCCCC1
9 | 75 | COc1ccc(C(=O)NC(=O)Nc2cc(C)ccn2)cc1
4 | 96 | Cc1cccc(N2CCN(S(=O)(=O)c3cnc[nH]3)CC2)c1C
-4 | 102 | COc1ccc(N2CCN(C(=O)CSc3ccccc3)CC2)cc1
3 | . | Cc1ccc(-c2ccccc2)n1-c1ccc(C(=O)NN)cc1
0 | . | CCOC(=O)COc1ccccc1/C=C1\C(=O)NC(=O)N(c2ccc(C)cc2)C1=O
5 | 80 | CCc1nnc(NC(=O)CSc2nc3ccccc3s2)s1
-1 | . | CCC1S/C(=N/N=C/c2ccc3c(c2)OCO3)NC1=O (stereo not drawn)
103* | . | O=C(c1ccc(Br)o1)N1CCN(c2ccc([N+](=O)[O-])cc2)CC1
8 | 89 | Cc1ccc2[nH]c(=O)c(CN(CC3CCCO3)S(=O)(=O)c3cccc4nsnc34)cc2c1 (stereo not drawn)
5 | 119 | COc1ccc(OC)c(NC(=O)CSc2nc(N)c(-c3ccccc3)c(=O)[nH]2)c1
13 | 101 | C=CCn1c(Cc2cccs2)nnc1SCC(=O)Nc1ccc(OC)c(OC)c1
. | 160 | CCCNC(=O)c1nn2c(c1Cl)NC(c1cccs1)CC2C(F)(F)F (stereo not drawn)
-10 | 79 | Cc1nnc2sc(-c3cccc(NC(=O)c4ccc(-c5cccc(Cl)c5)o4)c3)nn12
-5 | . | COc1ccc(/C(N)=N/OC(=O)COc2ccccc2)cc1OC
. | 93 | CC1CCN(c2ncnc3sc4c(c23)CCCC4)CC1
10 | . | Cc1ccc(N(CC(=O)NCc2ccncc2)S(=O)(=O)c2ccc(F)cc2)cc1
-8 | . | O=C(O)/C(=C\c1ccccc1)NC(=O)c1ccccc1
8 | . | Cc1ccc2[nH]c(C)c(CN3CC(C)OC(C)C3)c(=O)c2c1 (stereo not drawn)
1 | 99 | COc1cccc(-c2nnc(SCC(=O)OC(C)C)n2N)c1
2 | 101 | CCC(c1nnnn1CCOC)N1CCN(Cc2ccccc2)CC1 (stereo not drawn)
-3 | 79 | Cc1ccc(S(=O)(=O)N2CCCN(S(=O)(=O)c3ccc(C(F)(F)F)cc3)CC2)cc1
2&-20 | 57 | O=C(c1cccc(Cl)c1)N1CCN(Cc2ccccc2F)CC1
-10 | 86 | CCc1ccc2[nH]c(=O)c(CN(CCCN3CCOCC3)C(=O)Nc3ccccc3)cc2c1
-11 | . | CCN(CC)C(=O)c1c(NC(=O)c2ccc([N+](=O)[O-])cc2)sc2c1CCCCC2
8 | 105 | CN(CCCNC(=O)C1CCN(S(=O)(=O)c2cccc3nsnc23)CC1)Cc1ccccc1
8&-6 | . | COc1ccccc1Oc1ccccc1C(=O)O
7 | . | O=C(Nc1cc(-c2nc3ccccc3o2)ccc1Cl)c1cccs1
-1 | . | COC(=O)C1(C(=O)OC)CCCC1(C(=O)OC)C(=O)OC
-1 | 101 | COCCN1C(=O)C(=O)/C(=C(/O)c2cccc(OC)c2)C1c1ccc(C)o1 (stereo not drawn)
-2 | . | CCCCOC(=O)c1cccc(-c2ccc(/C=C3\C(=O)N(c4ccc(S(N)(=O)=O)cc4)N=C3C)o2)c1
4 | . | O=C(NCc1ccc2c(c1)OCO2)c1ccc(NC(=O)C2CCCO2)cc1 (stereo not drawn)
-3 | . | Cc1ccccc1C(=O)NCCCn1ccnc1
4 | . | CCN(CC)C(=O)CN(c1ccc(C)cc1)S(=O)(=O)c1ccc(F)cc1
-10 | 117 | O=C(COC(=O)c1cccs1)c1ccccc1
10 | 98 | Cc1ccc2c(c1)C1CN(C)CCC1N2CC(=O)N(C)c1ccccc1 (stereo not drawn)
-2 | . | Cc1cc(C)n(/N=C/c2c[nH]c3ccccc23)c(=O)c1C#N
75* | . | Cc1ccc(C(=O)NC(NC(=S)Nc2cc(C)ccc2C)C(Cl)(Cl)Cl)cc1 (stereo not drawn)
6 | . | OCc1ccc(-c2cccc(Cl)c2)o1
-5 | . | COc1ccc(C)cc1NCc1ccncc1
7 | 102 | CCOc1cc(-c2noc(CCC(=O)N3CCOCC3)n2)ccc1OC
0 | . | COc1ccc(Cl)cc1C(=O)Nc1sc2c(c1C(N)=O)CCC(C)C2 (stereo not drawn)
7 | . | CCN(CC)C1=NC(C(F)(F)F)(C(F)(F)F)N=C(OC(C)C)O1
-3 | . | O=C1c2ccccc2C(=O)N1CC(O)COC1CCCCC1 (stereo not drawn)
4 | . | N#Cc1nc(-c2ccc(OCc3ccccc3)cc2)oc1NCCCN1CCOCC1
